Screening data: PubChem BioAssay, National Center for Advancing Translational Sciences (NCATS)
KB-V1 cytotox = KB-V1 MDR subline cytotoxicity; 400,000 compounds, 3.4% hits; KB-V1 MDR cells viability, CellTiter-Glo, 72 h; Potency, µM (titrated, usually from 46.1 µM), inactives show top-dose activity change, negative = cytotoxicity, most hits filed as cytotoxic; note: % is set by controls: 0 for no effect and ±100 for the full control effect; nearly all actives have a fitted effect of over 60% in size
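Cytotoxicity via CellTiter-Glo luminescence after 72 h compound exposure at 37 degrees C. Cells: drug-selected KB-V1 line, DMEM phenol-red free plus 10% FBS. Compounds tested at multiple concentrations; normalized data fitted to concentration-effect curves.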
HEK293 tox = cytotoxicity in counter-screen for GLP-1R inverse agonists; Potency, µM (series often up to 38.3 µM), for the others: at the highest dose activity change, negative = inhibition, usual class: inhibitors; HEK293 cAMP-luciferase reporter cells, luminescence, 24 h; 410,000 compounds, 0.13% hits;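 note: loss of luciferase light is scored as toxicity; % is set by controls: 0 for no effect and ±100 for the full control effect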
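MLSMR compounds, 24 hr on cells at 37 deg C/5% CO2; luminescence after luciferase reagent (12 min RT). Inhibition counted as the undesired cytotoxic outcome.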
HT1080 IDH1KD tx = HT-1080 IDH1 knockdown cell toxicity (counter line). 360,000 compounds, 2% hits. HT-1080 IDH1 knockdown viability, ATP luminescence, 48 h. Potency, µM (top dose mostly 46.1 µM), without a hit: at the top dose activity, negative = toxicity, actives largely listed as cytotoxic;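 note: 0% = DMSO wells and -100% = cell-free medium wells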
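IDH1KD HT-1080 cells, 750/well, RPMI + 5% FBS; compound pinned after 2 h settling; 48 h, 37 °C; CellTiter-Glo luminescence; % activity normalised to DMSO and no-cell wells; curves fitted, classed by r2 and efficacy.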
SW480 rereplic = inducers of DNA re-replication in SW480 colon cancer cells. 340,000 compounds, 1.8% hits. SW480 DNA re-replication, Hoechst DNA content imaging, 48 h. Potency, µM (doses to about 46.1 µM), for inactives: at the highest dose re-replication activation, actives largely listed as activators. AID 624297; note: % of control where 0% means no effect; nearly all actives have a fitted effect of over 55% in size
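Image-based read-out: total Hoechst fluorescence of nuclei (405 nm excitation, 500-530 nm emission), with hits raising the fraction of high-intensity nuclei. SW480 colon cells incubated 48 hr with compounds at 37 C.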
KB-3-1 tox = kills parental KB-3-1 adenocarcinoma cells; KB-3-1 viability, CellTiter-Glo ATP luminescence, 72 h; Potency, µM (highest dose often 46.1 µM), for inactives: top-dose activity change, negative = cytotoxic, hits mostly cytotoxic; 400,000 compounds, 1.4% hits; AID 1347075; note: % is set by controls: 0 for no effect and ±100 for the full control effect; nearly all actives have a fitted effect of over 60% in size
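KB-3-1 parental drug-naive adenocarcinoma cells in DMEM/10% FBS, incubated 72 h at 37 C with pin-transferred compounds across a concentration series. Viability by CellTiter-Glo luminescence; concentration-response curves fitted after normalization.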
GLP-1R inv ag = GLP-1 receptor (human) inverse agonism | P43220 | 410,000 compounds, 1.6% hits | HEK293 GLP-1R CRE-luciferase, luminescence, 24 h; GLP-1R form is constitutively active | Potency, µM (series often up to 38.3 µM), for inactives: top-dose activity change, negative = inhibition, hits mostly inhibitors; note: % is set by controls: 0 for no effect and ±100 for the full control effect; nearly all actives have a fitted effect of over 55% in size
Target sequence (P43220 whole entry, looked up): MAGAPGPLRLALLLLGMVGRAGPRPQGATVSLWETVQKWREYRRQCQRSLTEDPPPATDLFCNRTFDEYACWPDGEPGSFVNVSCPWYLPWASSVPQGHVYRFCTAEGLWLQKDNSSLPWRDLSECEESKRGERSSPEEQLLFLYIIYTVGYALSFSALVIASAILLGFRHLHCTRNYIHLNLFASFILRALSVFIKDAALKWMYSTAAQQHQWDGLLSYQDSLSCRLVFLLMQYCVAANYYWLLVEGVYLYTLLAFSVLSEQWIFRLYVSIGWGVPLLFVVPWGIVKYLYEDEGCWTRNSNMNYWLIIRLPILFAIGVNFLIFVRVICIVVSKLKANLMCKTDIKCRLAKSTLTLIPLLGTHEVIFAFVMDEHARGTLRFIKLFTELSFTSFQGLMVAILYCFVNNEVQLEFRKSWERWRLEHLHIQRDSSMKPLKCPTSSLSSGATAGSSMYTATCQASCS
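Inverse agonism was detected as reduced cAMP-driven luciferase luminescence after 24 h compound treatment. The cells were HEK293 clones expressing constitutively active human GLP-1R with the reporter. Reporter-only and GPR119 cell lines served as counterscreen controls.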
TDP43 rescue = TDP-43 toxicity inhibition in yeast. TDP-43 expressing yeast growth rescue, BacTiter-Glo, 24 h. Potency, µM (titrated, usually from 46.1 µM), without a hit: at the top dose growth rescue (activation), hits mostly activators. 410,000 compounds, 1.8% hits. AID 652104; note: % of control where 0% means no effect; nearly all actives have a fitted effect of over 50% in size
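Readout is BacTiter-Glo luminescence of cell growth, so inhibitors register as activators. TDP-43-expressing yeast at OD600=0.02 in galactose medium, after raffinose pregrowth to mid-log, were incubated with compound for 24 hr at 30 deg C.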
HT1080NT lethal = kills 2HG-producing HT-1080-NT fibrosarcoma cells | HT-1080-NT fibrosarcoma viability, CellTiter-Glo ATP luminescence, 48 h | 360,000 compounds, 1.6% hits | Potency, µM (top dose mostly 46.1 µM), inactives show at the top dose activity, negative = less viability, usual class: cytotoxic;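 note: NT is the 2HG producing partner of a matched IDH1 knockdown line; 0% = DMSO-treated cells and -100% = media-only wells without cells; nearly all actives have a fitted effect of over 55% in size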
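Viability of the 2HG-overproducing fibrosarcoma line after 48 hours of compound exposure at 37 degrees C was determined by luminescence with CellTiter-Glo, and concentration-effect curves were then fitted and categorized.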
GLP1R ag = activates the human GLP-1 receptor. AID 624172. P43220. 380,000 compounds, 0.007% hits. HEK293 GLP-1R CRE-luciferase, luminescence, 4-6 h; cells express a hypersensitive GLP-1R form. Potency, µM (series often up to 45.6 µM), for the others: at the top dose activation, hits mostly activators; note: % of control where 0% means no effect
Active calls of the source: *; ? = inconclusive; nt = no result given; & = joins results of further samples; [ ] = remark or other dose. Calls come from the whole dose curve; as a rule, active = well fitted curve in the direction sought with a large enough effect; inconclusive = small, poorly fitted or top-dose-only effect, or another doubt; inactive = no such curve, though single readings can be large; an effect the other way counts as inactive or inconclusive. Potency is the fitted concentration of half-maximal effect.

SMILES | KB-V1 cytotox | HEK293 tox | HT1080 IDH1KD tx | SW480 rereplic | KB-3-1 tox | GLP-1R inv ag | TDP43 rescue | HT1080NT lethal | GLP1R ag
Cc1cccc(C(=O)Nc2cccc3cccnc23)c1 | 5% | 2% | 0% | ? | -26% | 3% | ? | 3% | 7%
CC(C(=O)OCC(=O)c1ccc([N+](=O)[O-])cc1)N1C(=O)C2C3C=CC(C3)C2C1=O (stereo not drawn) | ? | -10% | 10% | -1% | 10% | -20% | -13% | 15% | 10%
CC(C)c1ccc(/C=N/NC(=O)C(=O)NCCCN2CCOCC2)cc1 | 2% | 1% | 22% | -7% | 15% | 6% | -19%[0.397 µM] | 5% | 4%
O=S(=O)(NCCCN1CCOCC1)c1ccc2ccccc2c1 | 0% | 1% | -1% | -2% | 25% | 4% | -9% | 8% | 12%
C/C(CCc1oc2ccc(Cl)cc2c1-c1ccc(C)o1)=N\O | -2% | -4% | ? | 21% | ? | ? | ? | ? | 1%
CC1(Oc2ccccc2-c2ccno2)CCN(Cc2csc3ccccc23)C1 (stereo not drawn) | ? | 5% | ? | nt | ? | ? | 3% | -25% | -2%
O=C(CCCn1cnc2ccccc2c1=O)Nc1ccccc1F | 0% | -2% | 12% | 1% | 0% | 7% | 2% | 9% | 12%
CCCOC1CCCN(C(=O)c2cc(COc3c(F)cccc3F)on2)C1 (stereo not drawn) | ? | 1% | 1% | 4% | -6% | ? | 2% | 11% | 14%
O=C(COc1ccccc1Cl)OCc1cc(=O)n2nc(-c3cccs3)sc2n1 | 2% | 2% | nt | nt | 3% | 15% | 14% | nt | nt
Cc1cc(C)n(C(=O)COc2ccccc2C)n1 | -4% | 16% | -2% | -1% | 12% | -24% | 1% | -2% | 3%
CCNC(=S)Nc1ccc(OCC)cc1 | -4% | 63%[activator] | 1% | -6% | 1% | 24% | 18% | 0% | 0%
CC(=O)C(Cc1ccccc1)NC(=O)CN1c2cccc3cccc(c23)S1(=O)=O (stereo not drawn) | ? | 64%[activator] | -9% | 4% | 2% | -3% | 5% | 1% | -4%
COc1ccc2[nH]c3c(=O)n(/N=C/c4ccc(OC)c(CN5CCCC5)c4)c(C)nc3c2c1 | 2% | 10% | -3% | -7% | 0% | 4% | -12% | 0% | 1%
O=S(=O)(Cc1ccccc1)Nc1cccc(F)c1 | ? | 4% | 10% | -2% | 21% | ? | 5% | 3% | 2%
Cc1ccc(S(=O)(=O)Nc2ccc3c(c2)C(=O)N([C@H](C)CO)C[C@H](C)[C@@H](CN(C)C(=O)Nc2ccc4c(c2)OCO4)O3)cc1 | 7% | -13% | 10% | 5% | 26% | 11% | 6% | -3% | 3%
O=Nc1c(-c2ccccc2)n(O)[n+]([O-])c1-c1ccccc1 | -3% | -6% | 8% | nt | 16% | 15% | 20% | 9% | 2%
CC(CN1CCCCC1)C(=O)NNC(=O)C12CC3CC(CC(C3)C1)C2 (stereo not drawn) | 2% | 0% | -2% | -6% | -5% | 13% | 5% | -1% | 6%
COc1cc2c(cc1NC(=O)CCCCCN1C(=O)CCC1=O)oc1ccccc12 | 7.3µM* | 4% | -19% | 6% | -8% | -5% | -5% | -3% | 2%
O=C(O)COc1ccc(NC(=O)C(c2ccccc2)c2ccccc2)cc1 | 13% | -4% | 1% | -8% | 2% | -6% | 28% | 5% | -1%
COC(=O)c1c(NC(=O)C(C)C)sc2c1CCN(Cc1ccccc1)C2 | 4% | 3% | 1% | 1% | 5% | ? | 3% | -6% | 20%

Structures shown so far that have four or more nitrogen atoms, in the order listed:
SMILES | KB-V1 cytotox | HEK293 tox | HT1080 IDH1KD tx | SW480 rereplic | KB-3-1 tox | GLP-1R inv ag | TDP43 rescue | HT1080NT lethal | GLP1R ag
CC(C)c1ccc(/C=N/NC(=O)C(=O)NCCCN2CCOCC2)cc1 | 2% | 1% | 22% | -7% | 15% | 6% | -19%[0.397 µM] | 5% | 4%
COc1ccc2[nH]c3c(=O)n(/N=C/c4ccc(OC)c(CN5CCCC5)c4)c(C)nc3c2c1 | 2% | 10% | -3% | -7% | 0% | 4% | -12% | 0% | 1%
Cc1ccc(S(=O)(=O)Nc2ccc3c(c2)C(=O)N([C@H](C)CO)C[C@H](C)[C@@H](CN(C)C(=O)Nc2ccc4c(c2)OCO4)O3)cc1 | 7% | -13% | 10% | 5% | 26% | 11% | 6% | -3% | 3%

Continued:
SMILES | KB-V1 cytotox | HEK293 tox | HT1080 IDH1KD tx | SW480 rereplic | KB-3-1 tox | GLP-1R inv ag | TDP43 rescue | HT1080NT lethal | GLP1R ag
O=C1Nc2ccccc2/C1=C/c1cccnc1 | -1% | -19% | -21% | ? | ? | ? | 10% | -18% | -3%
Cc1cc(NC(=O)C(=O)c2c(C)[nH]c3ccccc23)no1 | -7% | -7% | 27% | -3% | 0% | 12% | 17% | 21% | 7%
Cc1cccc(NC(=O)c2nc[nH]c2C(=O)N[C@@H](CCCCNC(=O)OC(C)(C)C)C(=O)OC(C)(C)C)c1 | ? | -6% | ? | 5% | -16% | ? | 0% | -24% | 2%
CCOCCCNS(=O)(=O)c1ccc(NC(=O)N2c3ccccc3Sc3ccccc32)cc1 | ? | -32% | ? | 13% | ? | ? | 30% | ? | 13%
CC(=O)Nc1ccc(S(=O)(=O)NCc2ccc(C(=O)NC(C)c3ccccc3)cc2)cc1 (stereo not drawn) | 8% | 33%[activator] | 0% | 2% | -5% | -9% | 8% | 6% | 1%
CSc1ccccc1C(=O)N1CCCC(CNC(=O)c2ccc(F)cc2)C1 (stereo not drawn) | -14% | -10% | 5% | -6% | -2% | 5% | -1% | 10% | 12%
CCOc1ccc(NC(=O)CC2C(=O)NCCN2C(=O)c2ccc(Cl)cc2)cc1 (stereo not drawn) | 0% | -3% | 7% | -2% | 13% | -24% | -10% | 2% | 1%
C=CCN1C(=O)/C(=C2/Sc3ccc(OC)cc3N2C)SC1=NCc1ccccc1 | ? | 0% | 3% | -2% | 16% | 6% | 12% | 10% | -1%
CCC1=NN(C(=O)c2cccc([N+](=O)[O-])c2)C(O)(c2ccc(C)cc2)C1 (stereo not drawn) | -14% | 14% | -16% | 17% | -21% | ? | 11% | ? | 1%
Oc1ccccc1C=Nc1ccccc1-c1nc2ccccc2[nH]1 | -16% | 10% | ? | 7% | -14% | -5% | -3% | -17% | 10%
Cn1c(/C=C/c2ccc(Cl)cc2)nc2ccccc2c1=O | ? | 37%[activator] | ? | 19% | ? | -7% | ? | ? | 30%
Cc1cccc(C(=O)Nc2ccc(NC(=O)c3cccc(C)c3)cc2)c1 | 17% | -10% | -3% | nt | ? | -14% | -5% | 2% | 2%
CCOc1ccc(NC(=O)Cn2nnc(-c3ccccc3NC(=O)CC)n2)cc1 | ? | -14% | -25% | -1% | 4% | ? | 16% | -13% | -6%
COc1cccc(-n2nnc3c(=O)n(Cc4ccc(C)cc4)cnc32)c1 | ? | 0% | 0% | 0% | 6% | 3% | -6% | 9% | 11%
CCOc1ccc(-n2nnnc2SCC(=O)NC2CCCC2)cc1 | -26% | 14% | -1% | -8% | -1% | -22% | 4% | 4% | 11%
COc1ccc(C2C3=C(CCCC3=O)N(CC(=O)O)C3=C2C(=O)CCC3)cc1Br | 3% | nt | -10% | nt | -4% | 2% | -8% | -6% | -1%
CCOC(=O)C1CCCN(C(=O)CCNS(=O)(=O)c2cc(Br)cnc2N)C1 (stereo not drawn) | 7% | -4% | 2% | 23% | 2% | 1% | 1% | -2% | -1%
O=C(c1ccco1)N1c2ccccc2Sc2ccccc21 | -2% | -9% | ? | -4% | 8% | ? | ? | -9% | 0%
O=C(NCc1ccccc1)c1cc(-c2ccncc2)nc2ccc(S(=O)(=O)N3CCOCC3)cc12 | -25% | 7% | -3% | 1%&0% | 8% | 25% | 25% | 5% | -2%
CCCNC(=O)CN(C1CCCCC1)S(C)(=O)=O | 12% | 1% | 14% | 1% | 8% | 2% | -2% | 13% | -9%
Nc1ccc(Nc2ccncc2)cc1 | 22% | -4% | 7% | nt | 17% | 18% | 0% | 8% | -3%
CCCCCCCCN1C(=O)[C@H](CC(=O)NCC23CC4CC(CC(C4)C2)C3)C[C@@]2(C(=O)OCC)CCCC=C12 | -20% | 4% | 3% | nt | 16µM* | 1% | 4% | 12% | -4%
O=C(CCCC(=O)NCc1ccccc1)NCc1ccccc1 | 5% | -6% | 14% | -4% | -1% | 0% | 13% | 8% | -6%
NC(=O)[C@H]1CC2(CC(c3cccc(NC(=O)c4ccccc4)c3)=NO2)CN1C(=O)[C@H]1CCC(=O)N1 (stereo partly drawn) | 1% | 12% | -1% | -12% | ? | 20% | -3% | 2% | -1%
O=C(NCc1n[nH]c(=S)n1-c1ccccc1Cl)c1ccc(S(=O)(=O)N2CCCCC2)cc1 | 18% | -2% | 0% | -14% | -3% | 12% | -7% | 6% | 3%
CC(C)C(C(=O)OCC(=O)c1cccc([N+](=O)[O-])c1)N1C(=O)[C@@H]2[C@H]3CC[C@H](C3)[C@@H]2C1=O (stereo partly drawn) | 21µM* | -1% | 8% | -20% | -1% | -14% | 18% | 11% | -2%
COc1cc(-c2ccccc2)[nH]c(=S)n1 | 20% | 1% | 4% | -22%[9.22 µM] | 8% | 2% | ? | 9% | 4%
CCOC(=O)C1CCN(C(=O)COC(=O)c2ccccc2OCC)CC1 | nt | 0% | 7% | 0% | nt | 15% | 22% | -8% | 1%
COc1ccccc1CNC(=O)C[C@H]1CC[C@@H]2[C@H](COC[C@H](O)CN2Cc2ccc3c(c2)OCO3)O1 | ? | 2% | 0% | nt | 0% | 4% | 13% | 2% | nt
CC1(C(=O)Nc2ccc3c(c2)OCO3)CCN1C(=O)Cc1cccc2ccccc12 (stereo not drawn) | 1% | -3% | -19% | nt | 0% | -21% | ? | -16% | 8%
